Screening data from PubChem BioAssay.
M4 antag: human M4 muscarinic receptor antagonists, primary screen, CHO cells, Fluo-8 calcium fluorescence; Muscarinic acetylcholine receptor M4 (Homo sapiens), P08173; CHO-hM4 cells, ACh EC80; inhibition, % at 3 µM; 360,000 tested, 0.73% active;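 active means inhibition above its plate's cutoff, the mean inhibition of sample wells plus 3 SD, cut at about 27% in these data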;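 further: 0% = acetylcholine EC80 with DMSO and 100% = DMSO without agonist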
Target sequence (P08173 whole entry, looked up): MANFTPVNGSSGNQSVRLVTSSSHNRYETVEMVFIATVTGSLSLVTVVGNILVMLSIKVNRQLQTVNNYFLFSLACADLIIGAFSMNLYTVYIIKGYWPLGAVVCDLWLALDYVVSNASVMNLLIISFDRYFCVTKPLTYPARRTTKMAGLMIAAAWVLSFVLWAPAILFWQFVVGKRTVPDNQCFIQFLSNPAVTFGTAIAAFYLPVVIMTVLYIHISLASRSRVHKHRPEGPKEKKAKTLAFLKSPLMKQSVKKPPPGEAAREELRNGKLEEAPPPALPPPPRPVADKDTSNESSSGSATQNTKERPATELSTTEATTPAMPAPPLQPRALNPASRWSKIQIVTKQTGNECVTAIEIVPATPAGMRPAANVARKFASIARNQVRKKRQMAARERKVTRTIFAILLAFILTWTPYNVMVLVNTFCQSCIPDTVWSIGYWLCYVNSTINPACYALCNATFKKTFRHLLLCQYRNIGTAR
CHRM4 PAM: human M4 muscarinic receptor positive allosteric modulators, primary screen, CHO-K1 cells, Fluo-8 calcium fluorescence | Muscarinic acetylcholine receptor M4 (Homo sapiens), P08173 | CHO-K1 hM4/Gqi5, ACh EC20; 0% = ACh EC20, 100% = maximal ACh | activation, % at 3 µM | 360,000 tested, 0.4% active | AID 624126, 2012;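 active means activation above its plate's cutoff, the mean activation of sample wells plus 3 SD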; further: some results filed as inactive read as strong as hits
CHO-K1 Ca antag: nonselective inhibitor or artifact in parental CHO-K1 cells; ATP-induced calcium, Fluo-8 fluorescence; inhibition, % at 3 µM; 360,000 tested, 0.6% active;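 active means inhibition above a per-plate cutoff, the plate's mean sample inhibition plus 3 SD, cut at about 24% in these data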;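 further: 0% = DMSO plus EC80 ATP and 100% = DMSO alone without ATP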
M5 ag: human M5 muscarinic receptor agonists, primary screen, CHO-K1 cells, Fluo-8 calcium fluorescence; AID 624037, 2012; 360,000 tested, 0.19% active; activation, % at 3 µM; CHO-K1 hM5 cells; 0% DMSO wells, 100% maximal acetylcholine response; Muscarinic acetylcholine receptor M5 (Homo sapiens), P08912;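 active means activation above the run's mean over test compounds plus 3 SD, cut at about 23% in these data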;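 further: signal is peak over basal fluorescence ratio across the kinetic read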
Target sequence (P08912 whole entry, looked up): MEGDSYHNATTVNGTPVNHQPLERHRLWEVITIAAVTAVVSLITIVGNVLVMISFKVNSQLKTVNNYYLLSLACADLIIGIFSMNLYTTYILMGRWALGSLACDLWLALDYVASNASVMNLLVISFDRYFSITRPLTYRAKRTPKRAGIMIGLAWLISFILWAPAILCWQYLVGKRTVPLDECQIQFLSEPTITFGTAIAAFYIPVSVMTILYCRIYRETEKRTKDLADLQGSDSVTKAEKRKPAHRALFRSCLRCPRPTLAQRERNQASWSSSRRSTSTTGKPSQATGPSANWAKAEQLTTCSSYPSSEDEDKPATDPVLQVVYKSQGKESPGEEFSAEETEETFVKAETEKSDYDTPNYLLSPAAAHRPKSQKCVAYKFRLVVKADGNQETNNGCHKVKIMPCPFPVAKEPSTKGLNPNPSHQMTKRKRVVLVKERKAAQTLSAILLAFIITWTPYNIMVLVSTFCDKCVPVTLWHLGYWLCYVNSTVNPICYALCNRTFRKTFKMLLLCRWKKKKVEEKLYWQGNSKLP
M5 antag: human M5 muscarinic receptor antagonists, primary screen, CHO cells, Fluo-8 calcium fluorescence. Muscarinic acetylcholine receptor M5 (Homo sapiens), P08912. CHO-hM5 cells, ACh EC80. inhibition, % at 3 µM. 360,000 tested, 0.59% active;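 active means inhibition above a per-plate cutoff, the mean of that plate's test compounds plus 3 SD, cut at about 27% in these data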;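 further: 0% = acetylcholine EC80 with DMSO and 100% = DMSO without agonist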
CHO-K1 Ca ag: counter-screen for M1 agonists: effect in parental CHO-K1 cells; Fluo-8 calcium fluorescence; scaled to maximal ATP response, vehicle zero; activation, % at 3 µM; 360,000 tested, 0.48% active; AID 602248, 2012; in the data active means activation above about 15%;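 further: untransfected CHO-K1 host cells lacking M1 receptor as counterscreen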
M4 ag: human M4 muscarinic receptor agonists, primary screen, CHO-K1 cells, Fluo-8 calcium fluorescence | Muscarinic acetylcholine receptor M4 (Homo sapiens), P08173 | CHO-K1 hM4/Gqi5; vehicle 0%, full acetylcholine response 100% | activation, % at 3 µM | 360,000 tested, 0.14% active | AID 624127, 2012;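 active means activation above the run mean over all test wells plus 3 SD, cut at about 32% in these data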;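 further: peak over basal fluorescence ratio per well then scaled between controls; 0% = DMSO wells and 100% = acetylcholine at EC100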
CHO-K1 Ca PAM: nonselective calcium activators in parental CHO-K1 cells, primary screen, counter-screen for M1 PAM project, cell-based, Fluo-8 calcium fluorescence, full deck, 1536-well. activation, % at 3 µM. ATP EC20; 0% at ATP EC20, 100% at ATP max. 360,000 tested, 0.02% active;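 active means activation above the run cutoff, the mean activation of all test compounds plus 3 SD, cut at about 40% in these data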;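 further: peak over basal fluorescence ratio in a 140 s read after ATP addition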
CHRM5 PAM: human M5 muscarinic receptor positive allosteric modulators, primary screen, CHO-K1 cells, Fluo-8 calcium fluorescence; Muscarinic acetylcholine receptor M5 (Homo sapiens), P08912; activation, % at 3 µM; CHO-K1 hM5, ACh EC20 PAM; 0% = ACh EC20, 100% = ACh EC100; 360,000 tested, 0.3% active;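 active means activation above the run cutoff, the mean activation of all test compounds plus 3 SD, cut at about 18% in these data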
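system = human M5 receptor in CHO-K1 cells | compound = one concentration, 3 µM final (nominal) | schedule = Post-acetylcholine fluorescence recording 140 s | signal = Fluo-8 calcium dye fluorescence, kinetic read | benchmarks = low control EC20 acetylcholine (0%), high control EC100 acetylcholine (100%) | repeats = singlicate, one well per test compound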
* hit, by the source's call.

SMILES	M4 antag	CHRM4 PAM	CHO-K1 Ca antag	M5 ag	M5 antag	CHO-K1 Ca ag	M4 ag	CHO-K1 Ca PAM	CHRM5 PAM
O=C(COC(=O)c1cccc(Cl)c1)NC1CCCCCCC1	2	5	-5	0	2	1.4	-1	1	1
Cc1ccc(C(=O)N/N=C\c2cc3c(cc2Br)OCO3)cn1	2	-3	-21	0	0	1.6	0	-19	-2
Cc1cc(C(=O)CSc2ccc(F)cc2)cc(C)c1OC(=S)N(C)C	20	0	12	-1	6	1.9	5	-5	-12
CCC(=O)N1CCCc2cc(S(=O)(=O)N3CCN(c4ncccn4)CC3)ccc21	-14	4	24*	1	1	-0.1	2	1	-3
O=C(Nc1ccccc1Cl)c1ccc(-c2ccccn2)s1	-13	-19	-11	-3	13	2.8	10	4	-9
Cc1c(Cl)cccc1NC(=S)N(C)CCC#N	0	0	5	-3	4	0.5	2	-9	-4
Cc1ccc(S(=O)(=O)C2(C(=O)Nc3cccnc3)CC2)cc1	-9	-2	-3	0	-8	0.5	0	15	3
COc1ccc(Cl)cc1S(=O)(=O)N1CCN(C(=O)COc2ccccc2)CC1	10	3	-8	-5	5	0.8	4	11	-1
COc1ccc(C2=NN(CCC(=O)NCc3ccc4c(c3)OCO4)C(=O)CC2)cc1	0	3	-3	-4	10	0.1	0	22	-1
CC(O)[C@H]1CC[C@H]2[C@@H]3CC[C@H]4C[C@H](O)CC[C@]4(C)[C@H]3[C@H](O)C[C@]12C (some centres not stated)	13	19	-8	7	0	1.5	11	-1	6
COc1ccc(NC(=O)c2cc(-c3cccs3)on2)cc1	5	-3	-7	-1	15	0.6	1	-3	-5
COC(=O)C1=C(C)N(Cc2ccccc2)C(=NCCc2c[nH]c3ccccc23)N[C@H]1c1cccc(C(F)(F)F)c1	24	2	-2	2	0	2.7	12	6	0
O=C(CSc1nc2ncc(Cl)cc2[nH]1)c1c[nH]c2ccccc12	6	3	-4	-2	12	1.6	2	12	-3
Cc1cccc(C(C)C)c1NC(=O)c1ccc(COc2ccc3c(C)cc(=O)oc3c2)cc1	-2	3	-1	-4	0	0.9	2	17	0
CN(C)/C=C(\C(=O)c1ccccc1)c1nnnn1-c1ccccc1	-5	-19	-11	0	12	1.0	0	18	-10
COc1ccc(S(=O)(=O)N2CCOCC2)cc1NC(=O)CN1C(=O)NC2(CCC(C)CC2)C1=O (configuration not stated)	-2	4	-8	2	1	1.1	1	13	2
CCC(C)NCCOc1ccc(C(C)(C)c2ccccc2)cc1 (configuration not stated)	6	-15	-13	-11	4	7.0	22	-5	-6
COc1cccc(NC(=O)N(C)C[C@@H]2Oc3ncc(Br)cc3C(=O)N([C@@H](C)CO)C[C@H]2C)c1	2	-4	10	0	3	2.1	0	6	0
CC(C)C[C@H]1CN([C@@H](CC(C)C)CN2CCC[C@@H]2CN2C(=S)NC[C@@H]2Cc2ccc(O)cc2)C(=S)N1CCc1ccccc1	-10	-1	-2	-3	-3	0.2	-1	12	2
CC(NC(=O)c1cc2c(=O)n(C)c3ccccc3c2n1C)c1ccc2c(c1)OCCO2 (configuration not stated)	-10	-7	5	3	-3	1.4	6	-8	-8
CC(C(=O)N1CCc2ccccc21)N1CCN(Cc2ccc(Cl)cc2)CC1 (configuration not stated)	9	-6	-12	-4	4	0.0	0	13	2
COc1ccc(NC2CCCN(C(=O)CSc3ccccc3)C2)cc1 (configuration not stated)	5	-1	-5	-3	1	3.1	3	1	0
O=C1NC2NC(=O)N(C(Cc3ccccc3)C(=O)O)C2N1 (configuration not stated)	9	11	-2	1	0	0.3	0	10	1
C=CCOc1cccc(CNn2nnnc2N)c1	-3	-3	13	-1	-1	-0.2	3	-1	3
CCOC(=O)N1CCC(N(CCOC)C(=O)Nc2ccc(C)c(C)c2)CC1	9	-2	15	0	6	-0.2	0	-14	-2

Full records, looked up by structure:
Cc1ccc(C(=O)N/N=C\c2cc3c(cc2Br)OCO3)cn1 across the screens: M4 antag: 2; CHRM4 PAM: -3; CHO-K1 Ca antag: -21; M5 ag: 0; M5 antag: 0; CHO-K1 Ca ag: 1.6; M4 ag: 0; CHO-K1 Ca PAM: -19; CHRM5 PAM: -2
Cc1c(Cl)cccc1NC(=S)N(C)CCC#N across the screens: M4 antag: 0; CHRM4 PAM: 0; CHO-K1 Ca antag: 5; M5 ag: -3; M5 antag: 4; CHO-K1 Ca ag: 0.5; M4 ag: 2; CHO-K1 Ca PAM: -9; CHRM5 PAM: -4
O=C(COC(=O)c1cccc(Cl)c1)NC1CCCCCCC1 across the screens: M4 antag: 2; CHRM4 PAM: 5; CHO-K1 Ca antag: -5; M5 ag: 0; M5 antag: 2; CHO-K1 Ca ag: 1.4; M4 ag: -1; CHO-K1 Ca PAM: 1; CHRM5 PAM: 1

Next section.
SMILES	M4 antag	CHRM4 PAM	CHO-K1 Ca antag	M5 ag	M5 antag	CHO-K1 Ca ag	M4 ag	CHO-K1 Ca PAM	CHRM5 PAM
Cc1ccc(NC(=O)CCC(=O)NNC(=O)c2cccs2)c(C)c1	13	-15	15	-2	8	-0.3	-1	-8	0
CCc1ccc2nc(N)sc2c1	3	-3	0	-3	7	0.1	0	-2	1
COc1ccc(-c2nn(-c3ccccc3)cc2C(=O)O)cc1N	-4	-5	-3	2	11	-0.3	0	-17	-7
Cc1nc(CCNC(=O)CC2C(=O)NCCN2Cc2ccoc2)nc2c1CCCC2 (configuration not stated)	7	11	1	1	8	-0.5	2	3	2
CCOC(=O)c1c(-c2cccc([N+](=O)[O-])c2)cn2ccccc12	-1	-8	-7	-12	-1	1.3	-2	15	-4
COc1ccc(-c2cc(=NC(CC(C)C)C(=O)O)c3cc(C)ccc3o2)cc1 (configuration not stated)	-6	-6	-3	1	6	0.5	2	10	-8
Cn1c(C(F)(F)F)nc2c(=O)oc3ccccc3c21	-5	0	-9	-1	-5	0.4	0	19	-1
COc1ccc(CCNC(=O)c2ccc(CNS(=O)(=O)c3ccc(C(C)(C)C)cc3)cc2)cc1OC	12	-19	15	7	18	11	16	4	-19
Cc1cc2oc(C(=O)N3CCN(Cc4ccccc4)CC3)c(C)c2cc1C	-2	-18	-7	-3	8	0.4	-2	7	-6
COCCn1cnnc1SCC(=O)Nc1cccc(S(=O)(=O)N(C)c2ccccc2)c1	8	-2	11	-1	10	14	1	2	-4
COc1ccc(C(=O)NC(=S)Nc2ccc(N3CCCC3)cc2)cc1OC	1	-4	-2	1	-5	-0.2	-1	13	2
COc1ccccc1CCNC(=O)Cn1ccc2cc(S(=O)(=O)N3CCCC3)ccc21	1	8	-1	-5	2	1.4	3	3	3
CCCc1nc(SCC(=O)Nc2nccs2)c2ccccc2n1	-36	3	-14	0	-2	1.8	1	-4	-1
N#Cc1c(-c2ccccc2)ccn(Cc2cccc(Cl)c2)c1=O	4	-8	-2	-3	2	2.4	5	0	-7
Cn1c(CN2CCOCC2)nc2cc(NC(=O)c3ccccc3Cl)ccc21	-5	5	1	3	1	0.5	1	-1	2
COC(=O)c1sc(N)c(C(=O)OC)c1CSc1nnc(-c2ccccc2Cl)n1C	1	6	-26	1	2	1.1	2	14	-7
CCCS(=O)(=O)NC(=O)C1(C)CCN(C(=O)c2cncc(Br)c2)C1 (configuration not stated)	5	2	-6	0	8	0.0	1	-4	1
CCOC(=O)/C(C(=O)Nc1ccc(Br)cc1)=C1/NC(C)(C)Cc2ccccc21	11	2	7	6	20	5.2	9	12	-9
CCOC(=O)c1c(-c2ccccc2)csc1NC(=O)CSc1nc(N)cc(N)n1	5	-7	5	1	11	3.9	7	3	-13
NC(=O)c1ccccc1NC(=O)Nc1cccc2ccccc12	9	7	0	0	9	-0.5	-1	6	-2
O=C(CCCl)N1CCN(c2nc(-c3ccccc3)cs2)CC1	-9	-3	9	1	-10	1.0	4	-20	-5
CC(NCCOCCOc1ccccc1)c1ccccc1 (configuration not stated)	-4	0	-8	-3	-1	0.9	1	13	-5
O=[N+]([O-])c1ccc(-c2cn(-c3ccccc3)c(=S)[nH]2)cc1	7	-6	15	2	2	0.4	0	-10	-2
CCN(CC)S(=O)(=O)c1cccc(C(=O)Nc2cc(C)on2)c1	-5	4	0	2	8	0.2	1	7	-2
COc1cc2c(cc1OC)CN(C(=O)c1oc3ccccc3c1C)CC2	9	-1	-15	-3	10	0.9	-1	19	-5

Continued:
SMILES	M4 antag	CHRM4 PAM	CHO-K1 Ca antag	M5 ag	M5 antag	CHO-K1 Ca ag	M4 ag	CHO-K1 Ca PAM	CHRM5 PAM
COc1ccc(OC)c(/C=N\NC(=O)c2ccc(-c3ccccc3)cc2)c1	-3	5	4	-2	-7	0.3	0	-3	5
C=CCOC(=O)Nc1c(C(=O)OC)[nH]c2ccccc12	1	9	-5	-6	-3	0.6	0	15	0
O=C(NCCCc1ccccc1)[C@@H]1Cc2ccccc2CN1	-10	-2	-13	-3	2	1.1	1	-1	-5
Cc1ncoc1C(=O)Nc1cccc(Cl)c1	-4	18	1	2	-3	-0.2	2	-5	0
CC(Sc1ccccc1)C(=O)Nc1cccc(N(C)S(C)(=O)=O)c1 (configuration not stated)	6	-10	-4	3	2	3.4	3	8	0
CCCN=C1CC(C)(C)CC(=O)/C1=C(/O)CCCN1C(=O)c2ccccc2C1=O	-2	-7	-13	-9	7	0.7	3	14	-4
COc1ccc2c(c1)CCc1c(C(=O)NCCc3ccc(OC)c(OC)c3)noc1-2	3	1	-28	3	3	5.4	6	9	-7

Some of these compounds in order of formula weight, smallest number first.
SMILES	M4 antag	CHRM4 PAM	CHO-K1 Ca antag	M5 ag	M5 antag	CHO-K1 Ca ag	M4 ag	CHO-K1 Ca PAM	CHRM5 PAM
C=CCOC(=O)Nc1c(C(=O)OC)[nH]c2ccccc12	1	9	-5	-6	-3	0.6	0	15	0
O=C(NCCCc1ccccc1)[C@@H]1Cc2ccccc2CN1	-10	-2	-13	-3	2	1.1	1	-1	-5
COc1cc2c(cc1OC)CN(C(=O)c1oc3ccccc3c1C)CC2	9	-1	-15	-3	10	0.9	-1	19	-5
CC(Sc1ccccc1)C(=O)Nc1cccc(N(C)S(C)(=O)=O)c1 (configuration not stated)	6	-10	-4	3	2	3.4	3	8	0
CCCN=C1CC(C)(C)CC(=O)/C1=C(/O)CCCN1C(=O)c2ccccc2C1=O	-2	-7	-13	-9	7	0.7	3	14	-4
